# Assay outcomes deposited in PubChem BioAssay by several laboratories.
# TRPC4 inh = inhibitors of mouse TRPC4 channel; Q9QUQ5; HEK293 TRPC4beta/mu-opioid, DAMGO-evoked Fluo4 calcium flux; stronger effect = lower value; B-score at 10 µM; 300,000 compounds, 0.39% hits;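 active means B-score over 3 SD under the library average, no early fluorescence shift, positive overall ratio signal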
#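 System: stable TRPC4beta/mu-opioid receptor HEK293 cells; Dosing: single-point compound dosing; Measured by: Fluo4 Ca2+ flux fluorescence; Read-out basis: per-well B score of integrated baseline-normalized Fluo4 ratio.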
# TRPC4 agonist = opens the mouse TRPC4 cation channel; B-score at 10 µM; 310,000 compounds, 0.49% hits; Q9QUQ5; HEK293 TRPC4beta/mu-opioid, Fluo4 calcium fluorescence; stronger effect = higher value;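 active means B-score above 5 SD of library B-scores, and initial fluorescence ratio not above library mean plus 5 SD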;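 further: positive B-score marks a calcium rise read as TRPC4 activation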
#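 Technique: kinetic Fluo4 calcium fluorescence; Test system: TRPC4beta and mu-opioid receptor HEK293 stable cells; Measure: B-scored integrated calcium fluorescence ratio; Benchmarks: low control buffer alone, high control maximal DAMGO; Schedule: 45 min room-temperature Fluo4 loading, 110 s read.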
# MrgX1 antagonist = human MrgX1 receptor antagonism, primary screen; B-score at 10 µM; AID 588676; MRGX1-HEK293 calcium flux, Fluo-4, BAM8-22 antagonism; stronger effect = lower value; 310,000 compounds, 1.3% hits; Q96LB2;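 active means calcium-response B-score plate-corrected more than 3 library SD below zero, starting fluorescence within 5 deviations, no agonist response on first addition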;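 further: peak minus trough fluorescence over baseline after final BAM8-22 challenge near maximal dose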
# MrgX1 ag = activates human MrgX1 receptor signaling | Q96LB2 | MrgX1-HEK293 cells, Fluo-4 calcium fluorescence, agonist mode; stronger effect = higher value | B-score at 10 µM | 310,000 compounds, 0.44% hits;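 active means calcium response B-score plate-corrected fluorescence ratio at least 3 library SD, with starting fluorescence B-score inside 5 SD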
#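 Material: MrgX1-expressing HEK293 cells / Dosing: compound as first of three additions / Incubation: overnight seeding, then 1 h dark dye loading / Signal: Fluo-4 NW calcium fluorescence / Evaluation: B-scored fluorescence response ratio / Benchmarks: positive and negative control wells on each plate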
# TMEM16A inh = mouse TMEM16A channel inhibition, primary screen. HEK293 TMEM16A/YFP iodide influx fluorescence, ionomycin. normalized B-score (activity score, 25-100; higher = stronger inhibition) at 10 µM. 310,000 compounds, 1.2% hits. AID 588511;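 active means ratio plate-corrected score three or more library SD toward inhibition, starting fluorescence score within five deviations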;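 further: score derived from kinetic fluorescence span divided by baseline fluorescence per well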
# SKKanGAS inh = inhibitors of SKKanGAS S. pyogenes growth in kanamycin (SK-promoter or general growth effect); inhibition, % at 7.5 µM; 300,000 compounds, 1.3% hits; BacTiter-Glo, 6 h;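 active means mean replicate score, as percent of positive control median, at least 50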;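 further: strain carries kanamycin resistance gene driven by streptokinase promoter and grows in 40 µg/ml kanamycin; loss of luminescence reflects streptokinase promoter inhibition or plain growth inhibition; 0% = median of DMSO wells and 100% = positive control at its reference dose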
# MrgX1 allo act = human MrgX1 positive allosteric modulation, primary screen. Q96LB2. MrgX1-HEK293, Fluo-4 calcium flux, FDSS; stronger effect = higher value. B-score at 10 µM. 310,000 compounds, 0.63% hits. AID 588675;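 active means plate-corrected calcium response at least 3 library SD above typical, normal starting fluorescence, not activating the receptor alone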;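 further: compound read alongside a low EC10 to EC30 dose of BAM8-22 agonist; peak minus trough fluorescence over baseline measured at the second addition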
# TMEM16A act = activates or potentiates the mouse TMEM16A chloride channel | AID 623877 | B-score at 10 µM | 340,000 compounds, 0.3% hits | HEK293 TMEM16A/YFP-H148Q/I152L, iodide quench fluorescence; stronger effect = lower value | Q8BHY3;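 active means fluorescence-ratio B-score plate-corrected deviation score at least 3 library SD below zero, with starting fluorescence score within 5 deviations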;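 further: channel opened by trigger with iodide after compound preincubation; score built on the fluorescence ratio of max minus min over baseline; more negative score means more quench and so TMEM16A activation or potentiation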
# TRPC6 activator = activators of mouse TRPC6 channel | 310,000 compounds, 0.13% hits | Q61143 | HEK293-TRPC6 membrane potential dye fluorescence; stronger effect = higher value | B-score at 10 µM;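 active means B-score of the integrated fluorescence ratio above library mean plus 3 SD, and starting fluorescence ratio within library mean plus 5 SD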;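 further: higher score means more depolarization so channel activation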
# Target sequence (Q61143 whole entry, looked up): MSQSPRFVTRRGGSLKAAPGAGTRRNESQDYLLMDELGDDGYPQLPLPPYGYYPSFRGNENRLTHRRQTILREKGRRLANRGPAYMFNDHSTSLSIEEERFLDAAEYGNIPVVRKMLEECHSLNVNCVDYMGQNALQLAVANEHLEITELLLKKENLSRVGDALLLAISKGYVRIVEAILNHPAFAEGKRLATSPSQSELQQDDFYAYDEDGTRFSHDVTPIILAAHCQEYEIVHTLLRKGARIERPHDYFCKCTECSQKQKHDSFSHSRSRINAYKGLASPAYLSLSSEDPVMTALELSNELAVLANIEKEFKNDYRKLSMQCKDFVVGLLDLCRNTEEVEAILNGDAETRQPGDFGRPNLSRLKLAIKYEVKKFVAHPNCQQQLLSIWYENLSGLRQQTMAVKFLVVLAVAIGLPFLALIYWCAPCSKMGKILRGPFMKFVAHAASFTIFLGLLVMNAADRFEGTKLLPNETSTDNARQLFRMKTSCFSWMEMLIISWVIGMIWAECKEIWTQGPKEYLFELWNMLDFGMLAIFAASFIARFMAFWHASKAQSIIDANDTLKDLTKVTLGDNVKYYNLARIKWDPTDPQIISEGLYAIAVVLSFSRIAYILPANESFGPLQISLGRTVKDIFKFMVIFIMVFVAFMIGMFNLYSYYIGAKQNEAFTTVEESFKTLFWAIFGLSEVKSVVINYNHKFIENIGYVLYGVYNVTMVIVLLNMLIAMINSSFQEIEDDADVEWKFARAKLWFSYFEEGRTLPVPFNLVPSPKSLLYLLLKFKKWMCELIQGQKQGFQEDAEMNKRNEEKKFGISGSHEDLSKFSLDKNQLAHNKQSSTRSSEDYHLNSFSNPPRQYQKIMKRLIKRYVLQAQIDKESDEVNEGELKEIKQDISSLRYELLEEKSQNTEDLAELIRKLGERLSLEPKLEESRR
# TRPC6 inhibitor = inhibitors of mouse TRPC6 channel. Q61143. B-score at 10 µM. 310,000 compounds, 1.1% hits. HEK293-TRPC6, membrane potential dye, ACh-evoked depolarization; stronger effect = lower value;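 active means B-score under library mean minus 3 SD, initial fluorescence not abnormally high, positive integrated signal ratio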;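 further: B-score derived from integrated fluorescence ratio over the kinetic read; more negative B-score means stronger inhibition of depolarization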
# TRPC4 potent = TRPC4 (mouse) allosteric potentiation; Q9QUQ5; HEK293 TRPC4beta/mu-opioid, DAMGO EC20, Fluo-4 Ca2+ flux; stronger effect = higher value; B-score at 10 µM; 310,000 compounds, 0.42% hits; AID 2227;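 active means B-score of calcium response area above 5 SD of library B-scores, with initial fluorescence ratio within 5 SD of library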;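 further: B-score of integrated fluorescence ratio over time as area under calcium response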
# Active calls of the source: *; i = inactive; nt = not tested or not shown.
# Every second line gives: TRPC4 inh	TRPC4 potent	TMEM16A inh	SKKanGAS inh	MrgX1 antagonist	TRPC6 activator	MrgX1 ag	TRPC6 inhibitor	MrgX1 allo act	TRPC4 agonist	TMEM16A act
CC(C)(C)N(Cc1cc2ccccc2[nH]c1=O)C(=O)c1ccco1
    i	i	i	1.1	i	i	i	i	i	i	i
O=C(COC(=O)c1cnccn1)c1ccc(Cl)cc1
    i	i	i	nt	i	i	i	i	i	i	i
C/C(=N\NC(=O)c1ccccc1)c1c(C)[nH]n(-c2ccccc2)c1=O
    i	i	i	19.5	i	i	i	i	i	i	i
O=CN1CCc2scc[n+]2-c2ccccc21
    i	i	i	-11.3	i	i	i	i	i	i	i
COCCCNC(=O)c1ccc(CS(=O)(=O)c2ccccc2C)o1
    i	i	i	2.9	i	i	i	i	i	i	i
CCC(=O)OC1(C)C(=O)C=C2C=C(c3ccsc3)OC=C2C1=O (stereo not given)
    i	i	i	14.3	i	i	i	i	i	i	i
CC(=O)Nc1ccc(S(=O)(=O)NCC(=O)NCCCc2ccccc2)cc1
    i	i	i	-9.0	i	i	i	i	i	i	i
Cc1nc2ccccc2n1S(=O)(=O)c1cc(C(=O)O)ccc1Cl
    i	i	i	-3.6	i	i	i	i	i	i	i
Cc1nc2sc(C(c3ccco3)N3CC(C)OC(C)C3)c(O)n2n1 (stereo not given)
    i	i	i	4.3	i	i	i	i	i	i	i
O=C1C2C3C=CC(C3)C2C(=O)N1CCN1CCN(Cc2ccc([N+](=O)[O-])cc2)CC1 (stereo not given)
    i	i	i	4.9	i	i	i	i	i	i	i
CC(C)/C=C1\CCc2c([nH]c3ccccc23)C1=O
    i	i	i	-5.9	i	i	i	i	i	i	i
CCn1c(=O)n(CC)c2cc([N+](=O)[O-])ccc21
    i	i	i	-13.8	i	i	i	i	i	i	i
O=C(C1CCN(S(=O)(=O)N2CCC3(CC2)OCCO3)CC1)N1CCC(Cc2ccccc2)CC1
    i	i	i	1.2	i	i	i	i	i	i	i
CC1(C)C2CCC(C2)C1C/C=N/NC(N)=S (stereo not given)
    i	i	i	-4.8	i	i	i	i	i	i	i
CCOC(=O)c1c(NC(=O)c2cccs2)sc2c1CCC2
    i	i	i	-7.1	i	i	i	i	i	i	i
C=C(C)COc1ccc2c3c(c(=O)oc2c1OCC(=C)C)CCC3
    i	i	100*	-5.1	i	i	i	i	i	i	i
O=C(O)c1cccc(S(=O)(=O)N(Cc2ccccc2)c2ccccc2)c1
    i	i	i	-18.0	i	i	i	i	i	i	i
COc1ccc(OCCC(=O)c2ccc(OC)cc2)cc1
    i	i	i	-5.5	i	i	i	i	i	i	i
COc1ccc(-c2noc(CCC(=O)NCCc3ccccc3)n2)cc1OC
    i	i	i	-0.7	i	i	i	i	i	i	i
CCOC(=O)N/N=C(\C)c1ccc(C)c([N+](=O)[O-])c1
    i	i	i	4.7	i	i	i	i	i	i	i
CC(C(=O)NC(C)(C)C)N(C(=O)CS(=O)CC(=O)Nc1ccc(F)cc1)C1CCCC1 (stereo not given)
    i	i	i	-0.5	i	i	i	i	i	i	i
CC(C)(C)c1cc(-c2n[nH]c(=S)n2-c2ccccc2F)n[nH]1
    i	i	i	5.7	i	i	i	i	i	i	i
COCCn1nnnc1C(c1ccccc1OC)N1CCN(c2ccccc2F)CC1 (stereo not given)
    i	i	i	3.6	i	i	i	i	i	i	i
Cc1nnsc1C(=O)N1CCCC(Nc2ccc(C(C)C)cc2)C1 (stereo not given)
    i	i	i	1.0	i	i	i	i	i	i	i
COC(=O)Cn1c(=O)c2c(n(Cc3ccccc3)c1=O)N/C(=C/c1ccc(Br)cc1)C2=O
    i	i	i	3.7	i	i	44.6*	i	i	i	i
O=C(Nc1ccc2c(c1)OCO2)C1CC(=O)N(c2cccc(Cl)c2)C1 (stereo not given)
    i	i	i	7.3	i	i	i	i	i	i	i
Cc1c(OCC(=O)N[C@@H](Cc2c[nH]c3ccccc23)C(=O)O)ccc2c1oc(=O)c1ccccc12
    i	i	i	8.2	i	i	i	i	i	i	i
O=C(CN1C(=O)c2ccccc2S1(=O)=O)c1cccc(Br)c1
    i	i	i	1.5	i	i	i	i	i	i	i
Nc1nc(SCc2ccccc2Cl)[nH]c(=O)c1-c1ccccc1
    i	i	i	15.8	i	i	i	i	i	i	i
Cc1ccc(Nc2nc(Cl)c(C=O)s2)cc1Cl
    i	i	i	29.1	i	i	i	i	i	i	i
COc1cc(OC)cc(-c2nnc(NC(=O)CCS(=O)(=O)c3ccc(C)cc3)o2)c1
    i	i	i	38.7	i	i	i	i	i	i	i
CCOc1ccc(Nc2ccc(C(=O)O)cc2[N+](=O)[O-])cc1
    i	i	i	5.6	i	i	i	i	i	i	i
CCOCCCNC(=O)CCCn1nc(C)n2c(cc3sccc32)c1=O
    i	i	i	-5.1	i	i	i	i	i	i	i
CNC(=O)C1CCN(S(=O)(=O)c2c(C)noc2/C=C/c2ccc(C)cc2)CC1
    i	i	i	-3.1	i	i	i	i	i	i	i
CC(Sc1nc2ccccc2[nH]1)C(=O)NC1CCCCC1C (stereo not given)
    i	i	i	-13.7	i	i	i	i	i	i	i
COc1ccc(OCC(=O)NC(=O)c2ccccc2OC)c([N+](=O)[O-])c1
    i	i	i	-11.3	i	i	i	i	i	i	i
O=C(/C=C/c1cccc2ccccc12)c1ccncc1
    i	i	i	10.0	i	i	i	i	i	i	i
Cc1c(C)n(Cc2ccccc2)c2ncnc(NCCCN(C)C)c12
    i	i	i	-1.5	i	i	i	-5.96*	i	i	i
O=C(NCC1CCCO1)C1CCCN1C(=O)NC1CCCCC1 (stereo not given)
    i	i	i	-1.8	i	i	i	i	i	i	i
CCC(C)[C@H](NC(=O)N1CCC(C)CC1)C(=O)O (stereo not given in full)
    i	i	i	-6.4	i	i	i	i	i	i	i
O=C(CC(NC(=O)c1ccccc1Cl)c1ccccc1)Nc1ccc2c(c1)OCO2 (stereo not given)
    i	i	i	nt	i	i	i	i	i	i	i
Cc1cc(C)cc(N(CC(=O)Nc2ccc(Br)cc2)S(=O)(=O)c2c(C)[nH]c(=O)[nH]c2=O)c1
    i	i	i	-3.4	i	i	i	i	i	i	i
O=C(NCC1CCCO1)c1nn2cccnc2c1Cl (stereo not given)
    i	i	i	-0.1	i	i	i	i	i	i	i
Oc1[nH]c2ccccc2c1C=Nc1ccc2c(c1)OCCO2
    i	i	nt	-11.2	nt	i	nt	i	nt	i	i
CCCCNc1nc(=S)[nH]c2cc(OC)c(OC)cc12
    -8*	i	i	-1.4	i	i	i	i	i	i	i
O=C(COC(=O)c1ccc(S(=O)(=O)N2CCc3ccccc3C2)cc1)NC1CCS(=O)(=O)C1 (stereo not given)
    i	i	i	-1.2	i	i	i	i	i	i	i
C=CCn1c(COC)nnc1SCC(=O)c1ccc(F)cc1
    nt	i	i	-2.4	i	i	i	i	i	i	i
COc1cc(C2c3sc(=O)[nH]c3SC3C4CCC(C4)C23)ccc1O (stereo not given)
    i	i	i	7.0	i	i	i	i	i	i	i
Cc1[nH]n(C(N)=S)c(=O)c1N=Nc1cccc(Cl)c1
    i	i	i	2.3	i	i	i	i	i	i	i
CC(=O)Nc1ccc(S(=O)(=O)NCCS(=O)(=O)N2CCN(c3ccccc3F)CC2)cc1
    i	i	i	-0.9	i	i	i	i	i	i	i

# New compounds follow
# Every second line gives: TRPC4 inh	TRPC4 potent	TMEM16A inh	SKKanGAS inh	MrgX1 antagonist	TRPC6 activator	MrgX1 ag	TRPC6 inhibitor	MrgX1 allo act	TRPC4 agonist	TMEM16A act
CNC(=O)CSCc1c(Cl)cccc1Cl
    i	i	i	12.7	i	i	i	-11.4*	i	i	i
C/C=C/c1ccccc1OCc1ccc(C(=O)OC)o1
    i	i	i	-4.9	i	i	i	i	i	i	i
CCOc1ccc(NC(=O)CN(C)CC(=O)Nc2ccccc2SC)cc1OCC
    i	i	i	3.6	i	i	i	i	i	i	i
Cc1ccc(C)c(NC(=O)CSc2c(C)n[nH]c2C)c1
    i	i	i	-2.2	i	i	i	i	i	i	i
CC(=O)c1ccc(NC(=O)C(C)OC(=O)COc2ccc(C#N)cc2)cc1 (stereo not given)
    i	i	i	-0.4	i	i	i	i	i	i	i
COc1cc(C2c3c(n[nH]c3C)C(=O)N2c2ccc(C)cc2)ccc1O (stereo not given)
    i	i	i	8.3	i	i	i	i	i	i	i
COCc1nnc(NC(=O)CCc2ccccc2)s1
    i	i	i	7.2	i	i	i	i	i	i	i
O=C(Nc1ccc(S(=O)(=O)N2CCCC2)cc1)C1CCN(S(=O)(=O)c2ccc(F)cc2)CC1
    i	i	i	21.7	i	i	i	i	i	i	i
O=C(COc1ccc(Cl)cc1Cl)Nc1cccc(-c2ccc(N3CCOCC3)nn2)c1
    i	i	nt	4.3	nt	i	nt	i	nt	i	i
COc1ccc(C(=O)NC2CCN(CC(=O)NC3CCCCC3)CC2)cc1
    -6*	i	i	-0.4	i	i	i	i	i	i	i
CCOc1cc(N2CCOCC2)c(OCC)cc1NC(=O)COc1ncnc2ccccc12
    i	i	i	-0.5	i	i	i	i	i	i	i
C[C@@H]1CC[C@]2(O[C@@H](CCO)C[C@@H](O)[C@@H]2O)O1
    nt	i	i	-1.2	i	i	i	i	i	i	i
COc1ccc(N2C(=O)c3ccccc3C(C)(C)C2=O)cc1
    i	i	i	2.7	i	i	i	i	i	i	i
COCCCNC(=O)CCN1C(=O)COc2ccccc21
    i	i	i	1.2	i	i	i	i	i	i	i
CCN(CC)S(=O)(=O)c1ccc(O)c(C(=O)OCC(=O)NC2CCCC2)c1
    i	i	i	6.5	i	i	i	i	i	i	i
CCOC(=O)C1Nc2ccccc2C2C(O)C(O)CC12 (stereo not given)
    i	i	i	7.4	i	i	i	i	i	i	i
CCCCc1ccc(NC(=O)CC(C)(C)C)cc1
    i	i	i	6.1	i	i	i	i	i	i	i
